Screening data: PubChem BioAssay, several laboratories
aDG glyco up – activators of alpha-DG glycosylation, primary screen, uHTS, Pro5-aDG cells, AlphaScreen | activation, % at 10 µM | alpha-DG glycosylation AlphaScreen (IIH6); 0% Pro5, 100% B10-LARGE cell signal | 0.22% of 360,000 active;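 active = activation of at least 8% versus controls, or a plate z-score of at least 8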;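 note: Pro5 are CHO cells carrying HIG-tagged alpha-DG that lacks glycosylation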
m5-HT2A agonist – mouse Htr2a agonists via beta-arrestin recruitment, primary screen, cell-based, luminescence. 5-hydroxytryptamine receptor 2A (Mus musculus), P35363. CHO-K1 mHTR2A beta-arrestin complementation; percent of 30 µM serotonin response. activation, % at 7.6 µM. 0.66% of 360,000 active. AID 624169, 2012;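 active = activation above a run cutoff, the mean activation of all tested compounds plus 3 SD, cut at about 14% in these data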;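 note: 0% = plate median of compound wells and 100% = 30 µM serotonin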
Target sequence (P35363 whole entry, looked up): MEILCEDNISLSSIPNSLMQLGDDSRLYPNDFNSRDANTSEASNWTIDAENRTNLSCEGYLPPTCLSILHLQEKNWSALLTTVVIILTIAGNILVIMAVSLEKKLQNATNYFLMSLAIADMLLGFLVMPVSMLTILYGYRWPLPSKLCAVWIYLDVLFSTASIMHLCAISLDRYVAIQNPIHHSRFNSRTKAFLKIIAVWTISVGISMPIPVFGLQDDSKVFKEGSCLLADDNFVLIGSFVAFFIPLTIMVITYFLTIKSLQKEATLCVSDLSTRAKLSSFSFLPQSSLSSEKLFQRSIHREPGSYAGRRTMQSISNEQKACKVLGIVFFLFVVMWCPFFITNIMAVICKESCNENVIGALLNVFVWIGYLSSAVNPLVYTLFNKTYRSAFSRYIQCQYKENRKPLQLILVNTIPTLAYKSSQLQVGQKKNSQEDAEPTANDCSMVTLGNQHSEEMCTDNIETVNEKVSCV
N-glyco inh – increase of ERlucT glycosylation luciferase signal, primary screen, N-linked glycosylation inhibitor project, D54 ERlucT cells, luminescence, set 2; D54 ERlucT glycosylation luciferase reporter, 24 h; percent of 100 nM tunicamycin response; reporter increase, % at 12.5 µM; 0.23% of 360,000 active;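 active = mean luciferase reporter signal, scaled so untreated is 0 and the glycosylation-blocking control 100, at or above a set limit in every replicate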;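 note: luciferase carries N-glycosylation sites so blocking glycosylation raises the light; 0% = median of neutral control wells and 100% = median of 100 nM tunicamycin wells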
MC4R barr agon – MC4R agonists recruiting beta-arrestin, primary screen, cell-based, luminescence, agonist arm of biased-ligand search | Melanocortin receptor 4 (Homo sapiens), P32245 | U2OS MC4R beta-arrestin complementation; percent of melanotan II response, DMSO zero | activation, % at 8.9 µM | 0.98% of 360,000 active | AID 540308, 2011;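 active = activation above a per-plate cutoff, the mean activation of sample wells on that plate plus 3 SD, cut at about 8% in these data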
Vif imaging – HIV Vif self-association inhibitors, primary screen, imaging, HEK293T, single point. AID 602346, 2012. 0.35% of 340,000 active. inhibition, % at 7.49 µM. HEK293T cells, Vif self-association by quenched fluorescence, 24 h; in the data active = inhibition above about 50%, passing the limit was not always enough; note: some results filed as inactive read as strong as hits
Cardio protect – cardioprotection against H2O2-induced cell death, primary screen, uHTS, H9c2 cells, ATPLite luminescence | H9c2 cardiomyocytes, H2O2 injury protection, 2 h | protection from H2O2 cell death, % at 20 µM | 0.63% of 360,000 active;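 active = compounds giving at least 50% protection of heart cells from peroxide-induced death in the single-dose screen, raw or plate-pattern-corrected value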;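 note: 0% = DMSO wells with peroxide and 100% = DMSO wells without peroxide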
MC4R antag cAMP – MC4R antagonists of cAMP signaling, primary screen, cell-based, TR-FRET, antagonist arm of biased-ligand search; Melanocortin receptor 4 (Homo sapiens), P32245; MC4R-expressing cells, MTII-stimulated cAMP, LANCE TR-FRET; inhibition, % at 6.5 µM; 0.48% of 360,000 active;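 active = inhibition above its plate's cutoff, the mean of tested wells on that plate plus 3 SD, cut at about 29% in these data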;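 note: 0% = Melanotan II alone and 100% = Melanotan II plus saturating MCL0020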
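System: U2OS cells stably expressing human melanocortin 4 receptor (MC4R). Reagent: Melanotan II challenge after compound preincubation. Doses: 6.5 µM. Times: 30-min compound, 1-h challenge, 1-h detection, room temperature. Measured by: TR-FRET with Eu-cAMP and labeled anti-cAMP, 671 nm. Replicates: singlicate.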
CaV13 ICDI inh – Disruptors of the CACNA1D IQ motif to Ca2+-dependent inactivation inhibitor domain association, primary screening, Förster resonance energy transfer in intact living … | HEK cells, CFP/YFP FRET ICDI-IQ, plate reader, 10 min; percent FRET-ratio fall versus neutral wells | inhibition, % at 12.3 µM | 0.098% of 340,000 active | AID 743397;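 active = mean replicate inhibition of at least 30% and at least 1% of replicates passing that level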;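 note: 0% = median of the neutral control wells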
PDI turbidity – inhibitors of human PDI, primary screen, biochemical, turbidity, single point, plate reader. PDI insulin aggregation turbidity, A650, 90 min. AID 588391, 2011. 0.052% of 350,000 active. inhibition, % at 10 µM;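 active = mean inhibition across replicates of 30% or more, whatever share of single replicates reach that level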;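 note: absorbance from insulin aggregation driven by PDI reduction with DTT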
Target sequence (P07237 whole entry, looked up): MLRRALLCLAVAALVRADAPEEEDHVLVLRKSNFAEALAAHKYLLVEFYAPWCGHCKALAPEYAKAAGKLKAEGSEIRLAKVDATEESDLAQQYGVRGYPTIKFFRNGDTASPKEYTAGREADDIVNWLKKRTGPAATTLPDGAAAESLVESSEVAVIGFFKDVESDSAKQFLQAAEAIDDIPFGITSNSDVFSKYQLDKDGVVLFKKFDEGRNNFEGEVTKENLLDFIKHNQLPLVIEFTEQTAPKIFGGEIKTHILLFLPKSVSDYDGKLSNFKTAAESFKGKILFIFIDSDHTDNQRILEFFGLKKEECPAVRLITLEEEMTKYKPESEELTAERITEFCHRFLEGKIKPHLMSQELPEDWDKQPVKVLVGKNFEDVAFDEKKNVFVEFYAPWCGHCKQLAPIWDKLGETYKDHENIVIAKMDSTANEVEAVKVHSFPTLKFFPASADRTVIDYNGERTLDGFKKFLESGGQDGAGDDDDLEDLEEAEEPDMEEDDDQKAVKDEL
ABCB6 inh 2 – ABCB6 transporter inhibitors, primary screen, K562-ABCB6 cells, flow cytometry, MLPCN library. ATP-binding cassette sub-family B member 6 (Homo sapiens), Q9NP58. K562-ABCB6 porphyrin accumulation, 1 h; stronger effect = lower value. fluorescence ratio to DMSO, % at 10 µM. 0.19% of 360,000 active. AID 602162, 2011;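 active = fluorescence ratio to DMSO below 75%, the collection mean minus 3 SD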;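 note: signal is porphyrin accumulated inside mitochondria; 100% equals median channel fluorescence of DMSO control wells; lower ratio means ABCB6 inhibition with less porphyrin fluorescence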
* hit, by the source's call; . = not tested or not shown. Not a hit list. Share with any hit: about 3.6%.

Structure,aDG glyco up,m5-HT2A agonist,N-glyco inh,MC4R barr agon,Vif imaging,Cardio protect,MC4R antag cAMP,CaV13 ICDI inh,PDI turbidity,ABCB6 inh 2
Cc1cc(-c2ccc(Br)cc2)n2nc(C)cc2n1,0.4,10,-2,1.7,1,-14,-16,-16,11,75
COc1ccccc1NC(=O)c1sc2nc3n(c(=O)c2c1C)CCC3,0.2,3,0,-1.8,-7,5,1,-5,2,101
Cc1cc(C)cc(N2C(=O)CC(N(C(=O)c3ccco3)c3cc(C)cc(C)c3)C2=O)c1 (stereo not drawn),0.0,-2,0,-1.6,2,11,4,-5,-8,102
Cc1ccc(C)c(NC(=S)NNC(=O)c2ccco2)c1,-0.2,4,1,-3.3,.,6,1,-4,5,99
COc1ccccc1CNC(=O)Cn1nc(C)c([N+](=O)[O-])c1C,0.0,-1,-1,-0.2,-2,-3,6,-5,-1,93
Nc1oc2ccc(F)cc2c(=O)c1C=O,0.0,-2,2,-0.4,-14,-1,1,-2,0,96
O=C(O)c1cccc(NC(=O)C2C3C=CC(C3)C2C(=O)O)c1 (stereo not drawn),-0.5,-2,0,-1.6,14,0,9,-5,3,97
CCc1cc2ccc(C)cc2nc1SCC(=O)Nc1cc(OC)c(OC)cc1C(=O)O,0.1,2,0,3.4,-8,21,0,-4,1,102
Cc1ccsc1C(=O)N1CCCC(C)(C(=O)NS(=O)(=O)C2CC2)C1 (stereo not drawn),-0.2,6,0,-0.7,-3,0,4,-7,-1,93
COCCCn1cc(CN(C)C2CN(Cc3cn(CCCOC)nn3)S(=O)(=O)C2)nn1 (stereo not drawn),0.0,-1,.,.,.,.,.,-9,.,100
CN1CCC(NC(=O)C2(C)CCN2Cc2ccc3ccccc3c2)CC1 (stereo not drawn),-0.2,-5,-1,-1.1,-7,4,7,-4,-1,95
COC(=O)CCC(=O)Nc1sc(Cc2ccccc2)c(C)c1C(N)=O,0.7,-1,4,1.1,4,-3,25,6,-6,100
Cc1cccc(N2CCN(C(=O)c3ccc(NC(=O)C4CCCO4)cc3)CC2C)c1 (stereo not drawn),0.6,1,0,-2.0,.,2,-1,-3,-3,99
CCOc1cc(C(=O)Nc2cc(=O)n(C)c(=O)n2C)cc(OCC)c1OCC,0.1,1,1,1.9,8,3,-6,-5,3,105
O=C(CCN1CCc2ccccc2C1)Nc1ccccc1,0.0,6,0,-1.1,-5,9,-2,-4,-6,101
CCOc1ccccc1NC(=O)CSc1nc(=O)n(Cc2ccccn2)c2c1CCC2,0.5,-9,-2,-3.3,-1,15,9,-6,-6,96
CCN(CC)C(=O)c1nn(-c2ccccc2)c2c1C1CCC2(C)C1(C)C (stereo not drawn),-0.4,-5,-9,-4.8,-18,7,11,-18,1,99
COc1ccc(CN(Cc2cccn2C)C(=O)c2cc3cc(OC)ccc3[nH]2)cc1,-0.2,-3,-5,-0.2,-13,-3,-2,-22,9,96
COCCCn1c(SCc2ccccc2)nc2cc(OC)c(OC)cc2c1=N,-0.1,-8,-3,2.8,-13,6,-11,-9,1,99
Fc1ccc(-c2csc3ncnc(N4CCN(Cc5ccccc5)CC4)c23)cc1,1.3,-1,-10,-1.3,2,-12,13,-4,-1,100
COC(=O)c1ccc(C(=O)OC)c(NC(=S)N2CCCC(C)C2)c1 (stereo not drawn),0.1,-1,1,1.7,.,3,14,-5,-5,99
COc1ccc(CC(=O)NCC2COc3ccccc3O2)cc1 (stereo not drawn),-0.1,7,2,-3.0,-4,8,-3,-7,-10,99
O=C(NC1CCS(=O)(=O)C1)c1cccc(S(=O)(=O)N2CCCC2)c1 (stereo not drawn),0.0,-5,2,-3.2,-40,8,5,-2,0,102
COc1ccc2c(c1OC)C(=O)N(c1ccc(OCc3ccccc3)cc1)C2=O,0.0,5,2,-2.5,-9,-4,1,-5,-18,93
O=S(=O)(Nc1cccc(S(=O)(=O)N2CCCC2)c1)c1ccc(Cl)cc1,0.2,-6,0,-3.7,1,0,2,-5,1,97
CN(C)C(CNC(=O)c1cccc(S(=O)(=O)N2CC3(C)CC2CC(C)(C)C3)c1)c1ccco1 (stereo not drawn),-0.1,2,-1,-1.5,-17,0,3,-6,1,93
COc1ccc(NS(=O)(=O)c2cc(NC(=O)c3cc(F)c(F)c(F)c3F)ccc2N2CCCC2)cc1,0.1,1,-1,-1.1,-7,-8,-1,0,-2,94
Cc1ccc(CNC(=O)C2CC3Cn4c(nc5cc6ccccc6cc54)C3N2C)o1 (stereo not drawn),0.4,1,3,-1.2,-1,-1,9,-7,1,103
Cc1cccc(NC(=O)N2CCN(Cc3ccc(Cl)cc3)CC2)c1,0.1,-1,-4,2.7,-5,-6,-4,-4,2,90
CC1(C)Cc2c(cnn2-c2ccccc2)-c2c1c1ccccc1n2CC(O)CCl (stereo not drawn),0.1,-3,-4,-3.3,-17,-10,14,-5,-4,97
O=C(N/N=C/c1ccc(C(F)(F)F)cc1)c1ccc(O)cc1,0.7,2,3,-3.1,13,-13,-10,6,0,92
O=C(NCC1CCCCC1)c1ccc2sc([C@H]3C[C@H](O)[C@@H](CO)O3)nc2c1,-0.2,-5,-2,-0.8,0,-1,8,-6,-15,98

Looked up by compound from the list above:
Structure,aDG glyco up,m5-HT2A agonist,N-glyco inh,MC4R barr agon,Vif imaging,Cardio protect,MC4R antag cAMP,CaV13 ICDI inh,PDI turbidity,ABCB6 inh 2
CCOc1ccccc1NC(=O)CSc1nc(=O)n(Cc2ccccn2)c2c1CCC2,0.5,-9,-2,-3.3,-1,15,9,-6,-6,96
CN1CCC(NC(=O)C2(C)CCN2Cc2ccc3ccccc3c2)CC1 (stereo not drawn),-0.2,-5,-1,-1.1,-7,4,7,-4,-1,95

The listing continues.
Structure,aDG glyco up,m5-HT2A agonist,N-glyco inh,MC4R barr agon,Vif imaging,Cardio protect,MC4R antag cAMP,CaV13 ICDI inh,PDI turbidity,ABCB6 inh 2
CCN(CC)S(=O)(=O)c1ccc(F)c(C(=O)OC2CC(C)OC2=O)c1 (stereo not drawn),0.0,-8,1,-0.7,2,4,27,-7,2,100
COc1cc(C(=O)OCc2csc(CC(=O)Nc3cc(C)ccc3C)n2)ccc1OC(F)F,-0.1,10,-2,3.5,26,-13,7,-2,2,94
COc1ccc(CN2CCNC(=O)C2CC(=O)N(C)Cc2nccs2)cc1OC (stereo not drawn),0.0,6,2,-1.6,22,3,1,-7,0,103
CCc1c(C)n([O-])c2c([n+]1=O)CCCCC2,-0.1,1,2,-0.4,18,9,12,1,-2,94
O=C(CSc1nnc2ccccn12)NCc1cccs1,-0.1,5,2,0.8,2,12,0,.,-4,112
COC(=O)c1sccc1NC(=O)c1c(Cl)cnn1C,0.0,-5,0,0.8,6,10,-12,-6,7,103
CSCCC(NC(=O)c1ccccc1Cl)C(=O)Nc1ccncc1 (stereo not drawn),-0.2,-4,-2,1.6,-1,-3,5,-15,-2,101
Cc1cc(C(=O)N2CCCC(C)(C(=O)NS(=O)(=O)C3CC3)C2)n(C(C)(C)C)n1 (stereo not drawn),-0.1,0,2,0.0,-9,10,2,-11,-2,109
Cc1ccc(CN2CC(N3CCCC3)CS2(=O)=O)cc1 (stereo not drawn),0.1,4,1,.,.,0,.,-5,.,91
COc1cc(NC2c3ccccc3C(=O)N2Cc2ccccc2)cc(OC)c1OC (stereo not drawn),-0.1,-2,4,-1.6,-2,-2,-3,-2,0,96
O=C(CCCOc1ccccc1)Nc1ccc(S(=O)(=O)N2CCOCC2)cc1,-0.1,-1,1,-0.3,7,-15,1,.,4,117
C[C@@H]1CN([C@@H](C)CO)C(=O)CCCn2nncc2CO[C@H]1CN(C)C(=O)Nc1ccccc1F,-0.1,-1,2,-0.9,0,8,-2,-6,-2,98
O=C(O)c1cc(N/N=C/c2cccnc2)ccc1Cl,0.1,2,0,-1.3,13,-1,-8,-17,6,97
Cc1ccc(C)n1-c1cccc(NC(=O)c2ccccc2)c1,0.1,7,20,2.0,7,1,2,-4,0,103
COc1ccc(CNC(=O)COC(=O)CC2CC3CCC2C3)cc1OC (stereo not drawn),0.0,1,1,3.9,1,-3,18,-3,8,94
COc1ccc(N2CCN(CC(O)COc3ccc(C)c(C)c3)CC2)cc1 (stereo not drawn),0.2,-3,-1,2.0,.,-4,4,-2,3,98
Cc1ccc(C(=O)N2CCOCC2)cc1S(=O)(=O)N1CCCCC1,0.1,5,2,3.5,1,1,9,-6,-4,100
CC(C)(C)C(=O)Nc1ccc(C(=O)N/N=C/c2ccccc2OC(=O)c2ccccc2)cc1,0.4,-4,-4,1.1,-1,52*,3,-5,1,92
CCOC(=O)Cc1csc(NC(=O)c2cc3c(s2)CCCC3)n1,0.2,-2,-4,-0.5,-7,-16,7,-11,2,184
NC(=O)Cc1nc(-c2ccc(Br)cc2)cs1,0.1,4,2,0.3,6,5,9,-3,1,95
O=c1[nH]c(N2CCc3ccccc3C2)nc2c1CCC2,0.1,0,1,-0.1,-4,24,1,-5,2,97
CCOc1cc(C2c3c(oc4cc(C)c(Cl)cc4c3=O)C(=O)N2Cc2ccco2)ccc1O (stereo not drawn),-0.1,5,1,0.8,0,6,6,-9,-4,89
Cc1nnc(NC(=O)C2CSC3(C)CCC(=O)N23)s1 (stereo not drawn),-0.3,-1,1,-2.4,-5,1,6,-5,-1,102
CC(=O)NCCC(=O)Nc1cc(S(=O)(=O)N2CCCCC2)ccc1Oc1ccccc1,-0.2,10,1,1.8,2,-1,2,4,8,100
Cc1ccc(C(=O)C2CCN(CC(=O)Nc3ccccc3C)CC2)cc1,0.1,1,-1,-0.2,-4,-2,1,-4,-3,168
CCc1nnc(SCC(=O)Nc2nccs2)n1CC,0.0,2,0,-0.6,-14,-2,10,-6,-2,103
CC1Oc2ccccc2N(CC(=O)NC2CCCC2)C1=O (stereo not drawn),0.0,3,2,-1.9,7,6,10,-5,12,97
Brc1ccc(OCCOCCN2CCOCC2)cc1,0.1,-2,1,-0.6,-12,1,14,-10,-3,99
O=C(O)COc1ccc(=O)n(-c2ccccc2)n1,0.1,0,1,-1.1,4,5,8,-5,4,99
COc1ccc(C(=O)N/N=C/C(=O)c2ccccc2)cc1,0.0,-8,-1,-2.5,-4,12,-1,.,-6,93
